# Assay outcomes (PubChem)
# D1 mod: D1 dopamine receptor (human) allosteric modulation; P21728; HEK293 D1, CRE-luciferase, dopamine EC30 potentiation; actives deviate in either direction; B-score at 10 µM; 5.9% of 58,000 active; AID 641;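 active means luminescence count or its row- and column-corrected plate score outside the 99.7% band of the plate's sample wells, on either side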
# S1P3 ag: activates the human S1P3 receptor | Q99500 | S1P3 NFAT-BLA reporter cells, agonism, FRET ratio; relative to 1 µM S1P, basal subtracted | activation, % at 4.5 µM | 0.1% of 60,000 active;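 active means activation above the screen-wide mean plus 3 SD, cut at about 4.5% in these data, passing the limit was not always enough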; further: some compounds called inactive have numbers as strong as hits
# Target sequence (Q99500 whole entry, looked up): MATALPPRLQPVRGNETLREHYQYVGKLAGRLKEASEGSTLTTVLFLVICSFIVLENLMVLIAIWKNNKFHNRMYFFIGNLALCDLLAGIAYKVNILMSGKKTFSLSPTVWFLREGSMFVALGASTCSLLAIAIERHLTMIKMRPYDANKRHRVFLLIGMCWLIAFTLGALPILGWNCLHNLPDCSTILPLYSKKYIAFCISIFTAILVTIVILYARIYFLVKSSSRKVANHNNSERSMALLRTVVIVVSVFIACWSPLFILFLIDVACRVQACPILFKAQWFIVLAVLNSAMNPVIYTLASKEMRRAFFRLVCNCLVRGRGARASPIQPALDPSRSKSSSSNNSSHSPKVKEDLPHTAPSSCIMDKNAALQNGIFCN
#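 Assay system: CHO cells stably expressing human S1P3, Gα16 and NFAT-β-lactamase reporter. Timing: overnight plating, 4 h compound 37 °C, 2 h substrate RT. Signal: β-lactamase FRET emission ratio 460/535 nm. Measure: percent activation versus median 1 µM S1P response, basal-subtracted, per plate. Repeats: primary screen single test, confirmation screen in triplicate.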
# HEK293 NFkB inh: inhibitors of the PMA/ionomycin-induced NF-kB reporter in HEK293 cells. 0.21% of 62,000 active. HEK-293 NF-kB luciferase reporter, luminescence. inhibition, % at 3 µM;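 active means inhibition above the mean of all tested compounds plus 3 SD, cut at about 40% in these data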;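 further: 0% = stimulated DMSO wells and 100% = 10 µM reference inhibitor 5653914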
#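 Signal: luciferase luminescence; Material: HEK-293 cells with stable firefly luciferase reporter driven by four HIV NF-kB elements; Probe or stimulus: PMA with ionomycin; Replication: tested once; Times: 1 h compound pretreatment, then 16 h stimulation at 37 °C, 5% CO2; Benchmarks: DMSO and 10 µM reference inhibitor; Evaluation: per-plate % inhibition versus controls.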
# HTR1E antagonist: blocks the human 5-HT1E serotonin receptor; 0.99% of 65,000 active; CHO 5-HT1E Ga15 NFAT-bla reporter, FRET, antagonist; AID 571; inhibition, % at 6 µM;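 active means inhibition above a set limit, the mean inhibition across every tested compound plus 3 SD, cut at about 29% in these data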;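 further: signal is the 460 over 535 nm emission ratio of beta-lactamase substrate; 0% = agonist plus DMSO wells and 100% = wells without agonist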
# Target sequence (P28566 whole entry, looked up): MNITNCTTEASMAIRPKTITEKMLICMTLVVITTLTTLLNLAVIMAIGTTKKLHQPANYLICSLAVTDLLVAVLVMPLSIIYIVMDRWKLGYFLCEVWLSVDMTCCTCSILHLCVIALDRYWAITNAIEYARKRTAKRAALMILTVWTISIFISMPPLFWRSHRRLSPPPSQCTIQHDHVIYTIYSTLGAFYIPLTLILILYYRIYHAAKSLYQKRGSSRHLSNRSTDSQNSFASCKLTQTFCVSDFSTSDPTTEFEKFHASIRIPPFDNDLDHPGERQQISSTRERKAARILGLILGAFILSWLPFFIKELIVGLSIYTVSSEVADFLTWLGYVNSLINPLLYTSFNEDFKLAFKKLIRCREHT
# Jurkat viability: cytotoxicity toward Jurkat cells; Jurkat E6.1 viability, ATP luminescence, 48 h; inhibition, % at 4 µM; 1.2% of 56,000 active;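 active means inhibition above the mean inhibition of all tested compounds plus 3 SD, cut at about 28% in these data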
# HTR1E agonist: 5-HT1E (human) receptor agonism; AID 574; 0.69% of 65,000 active; CHO 5-HT1E Ga15 NFAT-bla reporter, FRET; 0% DMSO wells, 100% control agonist wells; P28566; activation, % at 6 µM;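 active means activation above a set limit, the screen-wide mean activation plus 3 SD, cut at about 8.5% in these data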;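 further: 100% = positive control agonist at 1 µM giving full maximal response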
# S1P1 ag-PAM: activates or potentiates agonism at human S1P1 receptor. 0.57% of 56,000 active. activation, % at 9.5 µM. S1P1 CRE-bla cells, forskolin, beta-lactamase FRET, potentiator mode; S1P1 agonist co-added at EC20, 2 nM; 100% = saturating reference agonist, 0% = basal. P21453. AID 449;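 active means activation above a cutoff set at the mean activation of all tested compounds plus 3 SD, cut at about 54% in these data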;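 further: forskolin at 4 µM as EC80 and the EC20 agonist is SEW2871; 100% = SEW2871 at its EC100 plus forskolin at EC80; some compounds past the cut are filed as inactive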
# HTR1A agonist: agonists of human 5-HT1a serotonin receptor; CHO 5-HT1a Ga15 NFAT-bla reporter, FRET ratio; 0% basal, 100% maximal reference agonist; activation, % at 10 µM; 0.56% of 65,000 active; AID 567;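 active means activation above the screen-wide mean activation plus 3 SD, cut at about 19% in these data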;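 further: 0% = DMSO wells and 100% = 5-CT at EC100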
# 5-HT1A blocker: 5-HT1a (human) receptor antagonism | P08908 | CHO 5-HT1a Ga15 NFAT-bla reporter, antagonist mode | inhibition, % at 10 µM | 0.68% of 62,000 active | AID 612;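 active means inhibition above the mean of all tested compounds plus 3 SD, cut at about 43% in these data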;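 further: receptor stimulated by 5-CT agonist at 100 nM near EC80; beta-lactamase reporter measured by ratiometric fluorescence of a cleavable substrate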
# Numbers without * were called inactive; nt = not tested or not shown. Rows are unselected. Share with any hit: about 8.3%.
# Each structure is followed by: D1 mod	HTR1E agonist	S1P3 ag	HEK293 NFkB inh	Jurkat viability	HTR1A agonist	HTR1E antagonist	5-HT1A blocker	S1P1 ag-PAM
COc1ccc(N2CCN(C(=O)c3ccc(OCC4CCCO4)cc3)CC2)cc1 (stereo not drawn)
  -0.44	0.1	-0.2	6	6	-4.0	0	2	-50
COc1ccc(-c2ccc(SCC(=O)N3CCCC3)nn2)cc1OC
  14*	-0.3	1.5	6	-2	-2.4	30*	-3	-28
Cc1cc(NC(=O)CSc2nc3c(c(=O)n(C)c(=O)n3C)n2C(C)C)no1
  nt	0.0	-0.6	16	2	2.7	19	-12	-16
CC1CCN(C(c2ccc(N(C)C)cc2)c2nnnn2C(C)(C)C)CC1 (stereo not drawn)
  -0.17	1.8	-1.4	2	2	-1.6	6	8	20
CCOC(=O)C1=C(N)n2c(s/c(=C\c3cccnc3)c2=O)=C(C#N)C1c1cccnc1 (stereo not drawn)
  1.2	19*	-1.6	14	-3	-0.3	-7	-9	-1
Cc1ccc(Oc2ccc(OCC(=O)NC(C)C(=O)O)cc2)cc1 (stereo not drawn)
  -0.13	1.0	-0.5	14	7	-2.9	-8	-3	-59
COc1ccc(C(CNC(=O)c2cc(=O)[nH]c3ccccc23)N2CCCC2)cc1 (stereo not drawn)
  -0.85	-0.7	-0.5	5	9	-1.5	2	3	-12
O=C(CSc1ccc(Cl)cc1)N1CCOCC1
  0.33	0.9	-1.0	-2	-2	0.9	-6	5	nt
COc1ccc(OC)c(C(=O)COC(=O)C2CC3CCCC(C2)C3=O)c1 (stereo not drawn)
  2.2*	0.7	0.6	6	-3	-1.1	2	-6	5
COc1cc(-c2nn3c(-c4ccccc4)nnc3s2)cc(OC)c1OC
  3.3*	3.8	1.7	3	0	2.0	27	-9	-45
COC(=O)c1ccccc1NC(=O)CN(CCc1ccccc1)S(C)(=O)=O
  0.38	-0.7	-1.2	12	0	-1.3	-2	12	-28
CCOc1ccc(N(C(C)C(=O)NC2CCCCCC2)S(C)(=O)=O)cc1 (stereo not drawn)
  0.14	-1.0	-0.8	7	5	-2.5	-1	16	-23
Cn1c(C2CCCN2C(=O)OC(C)(C)C)n[nH]c1=S (stereo not drawn)
  -0.52	0.0	0.3	21	-4	0.7	-6	-1	18
Cc1cc(C)nc(N(C#N)S(=O)(=O)c2ccccc2)n1
  -0.27	-1.7	0.4	18	-8	-1.9	-1	9	1
Cc1ccc(C(=O)NCCNC(=O)CN2CCOCC2)cc1
  0.45	0.9	0.2	7	-5	1.3	-2	-19	-10
CCOC(=O)Nc1ccc2c(CN3CCN(S(=O)(=O)c4ccccc4)CC3)cc(=O)oc2c1
  -1.6	0.8	-1.7	11	1	3.0	3	-4	6
Cc1cc(Nc2ccccc2C(=O)O)nc2nc3ccccc3c(=O)n12
  0.0081	-1.1	-1.7	16	2	-0.6	3	8	-2
Cc1ccc(C)c(CN2CCNC2=O)c1
  0.024	0.0	0.3	3	-5	-1.7	-1	-18	-28
Cc1cc(C(=O)Nc2ccc3c(c2)OCCO3)c(C)o1
  -4.1	-0.9	-0.9	-70	4	-1.6	-2	28	nt
Cc1nc(/C=[N+](\[O-])C(C)(C)/C=N/O)n(O)c1C
  0.22	1.1	-1.0	-6	-9	-0.7	-6	-8	-15
c1ccc(COc2cccc(CN3CCN(c4ccccn4)CC3)c2)cc1
  0.14	-0.2	-1.1	14	-1	4.4	1	5	-8
CCc1cc2c(CN3CCN(CCO)CC3)cc(=O)oc2cc1O
  -0.15	2.5	0.1	8	0	9.4	2	-7	-6
Cc1ccccc1-c1nc(CS(=O)(=O)CC(=O)NCc2ccc3c(c2)OCO3)c(C)o1
  0.022	0.3	-0.8	5	-4	-3.1	1	1	3
O=C(O)CC1Oc2ccc(Cl)cc2NC1=O (stereo not drawn)
  nt	-1.0	-0.4	6	3	0.6	0	6	6
O=C(O)c1cn(-c2ccccc2)nc1-c1cccnc1
  0.17	0.1	-1.0	10	-3	-0.9	-5	-7	nt
Cn1c(=O)[nH]c(=O)c2c1nc(CN1CCOCC1)n2CCc1ccccc1
  0.0073	-0.7	-0.5	7	-5	-3.7	-5	15	10
COc1cc(CNC2CCCCCC2)cc(OC)c1OC
  0.0011	-0.3	-0.6	7	4	-4.3	-5	21	-9
O=C(NCc1ccco1)c1cc(-c2ccncc2)nc2ccccc12
  0.21	-0.9	-0.7	22	3	0.3	2	7	-14
COc1ccccc1OCC(=O)OCC(=O)Nc1ncc(Cl)cc1Cl
  1	-0.2	-1.0	8	-1	-2.0	-1	-5	10
O=C(NCCN1CCCCCC1)C1CC(=O)N(CCc2ccccc2)C1 (stereo not drawn)
  -0.41	-0.8	-0.5	9	13	-2.6	-8	5	-10
O=c1c[n+]([O-])c2ccccc2n1OCc1ccccn1
  0.75	-1.0	-0.5	3	-5	-4.9	-6	-24	-6
CCN(CC)S(=O)(=O)c1ccc2c(c1)c(C(=O)O)cn2C
  nt	0.1	-2.3	nt	nt	1.0	-17	nt	-2
CC(C)Cn1c(=O)c(C2=NS(=O)(=O)c3ccccc3N2)c(O)c2ccccc21
  -1.2	-0.7	-1.6	7	0	-0.8	18	18	28
COCCN(CC(=O)Nc1ccccc1)S(=O)(=O)c1ccc(S(=O)(=O)N2CCCC2)cc1
  0.44	0.8	-0.6	16	4	0.8	-3	-12	-5
COc1ccccc1-c1nnn(CC#N)n1
  -0.16	-0.1	-0.7	10	-7	0.8	-15	-2	-30
Oc1[nH]c2ccccc2c1C=Nc1ccc2c(c1)OCCO2
  -2.9*	0.3	-1.1	-77	8	-0.8	-6	8	8
O=C(c1cnn2c(C(F)F)cc(-c3ccccc3)nc12)N1CCOCC1
  2.3	1.0	0.0	3	6	-2.4	1	4	-32
c1csc(-c2nn3c(C4CCCCC4)nnc3s2)c1
  nt	-0.9	-1.4	nt	nt	-0.2	-2	nt	-18
Cc1nn(Cc2ccc(Cl)c(Cl)c2)c(C)c1NC(=O)c1noc2c1CCCCC2
  2	-0.1	-0.3	19	-9	0.1	7	-8	3
CC(C)COP(=O)(c1ccc(N(C)C)cc1)C(O)c1ccncc1 (stereo not drawn)
  -0.29	0.6	-0.5	10	1	0.5	-3	-4	-6

# Limited to Jurkat viability, S1P1 ag-PAM and HTR1E agonist (2 entries from above):
SMILES | Jurkat viability | S1P1 ag-PAM | HTR1E agonist
O=C(c1cnn2c(C(F)F)cc(-c3ccccc3)nc12)N1CCOCC1 | 6 | -32 | 1.0
c1csc(-c2nn3c(C4CCCCC4)nnc3s2)c1 | nt | -18 | -0.9

# Next compounds follow:
# Each structure is followed by: D1 mod	HTR1E agonist	S1P3 ag	HEK293 NFkB inh	Jurkat viability	HTR1A agonist	HTR1E antagonist	5-HT1A blocker	S1P1 ag-PAM
O=S(=O)(c1ccc2nc(COc3ccc(Cl)cc3Cl)[nH]c2c1)N1CCOCC1
  1.1	0.4	0.1	13	-3	-3.8	-8	-4	4
CCCC(=O)Nc1ccc(Cl)c(NC(=O)c2cccnc2)c1
  -0.026	0.4	-0.7	-4	-4	-0.6	-2	22	nt
Cc1cccc(-n2nnc(C(=O)NCc3ccco3)c2N)c1
  0.35	-0.6	-1.1	13	4	-2.6	1	14	-8
COc1ccc(CC(=O)NC2CCN(CC(=O)N3CCCc4ccccc43)CC2)cc1OC
  0.17	3.4	-0.5	9	8	-0.9	12	3	10
CCOCCCNS(=O)(=O)Cc1ccccc1
  0.045	0.0	-0.4	11	0	1.3	-39	-3	9
CC(Cc1ccc(O)c(O)c1)C(C)Cc1ccc(O)c(O)c1 (stereo not drawn)
  -0.045	0.5	-1.8	nt	nt	-3.5	21	nt	14
Cc1c(C(=O)CN2CCOCC2)[nH]c2ccccc12
  -0.83	0.4	-0.6	9	-6	-1.2	-2	5	-7
Cc1onc(-c2ccccc2)c1C(=O)N1CCN(C/C=C/c2ccccc2)CC1
  -0.028	0.4	-0.6	27	13	2.1	10	4	26
O=C(c1ccccc1-c1ccccc1)N1CCCC1
  nt	-0.6	-0.9	9	4	-2.5	0	4	-10
O=C(O)c1cc(S(=O)(=O)O)ccc1O
  0.61	-0.1	-0.1	20	-4	-0.2	-12	4	-5
CCOC(=O)C1=C(C)N=C(/N=C/N(C)C)SC1c1ccccc1 (stereo not drawn)
  0.19	-0.3	-0.2	11	1	-3.7	0	13	-11
CC(C)[C@H](NC(=O)Nc1ccc(S(N)(=O)=O)cc1)C(=O)O
  -0.6	0.2	-0.8	8	4	-0.9	-6	-5	1
CCCC(=O)Nc1cc(=O)n(C)c(=O)n1C
  0.58	0.0	1.2	3	-2	2.0	1	-2	-30
COC(=O)C(Cc1ccc(O)cc1)NC(=O)CCC(=O)Nc1ccc(S(N)(=O)=O)cc1 (stereo not drawn)
  -0.34	0.4	-0.5	13	-3	-0.2	-5	-7	-12
Nc1ccc(C(=O)c2ccc3c(c2)OCCO3)cc1N
  0.59	-0.5	-0.6	16	-4	-2.0	7	5	-1
Cc1cc(NC(=O)c2cc(-c3ccc4c(c3)OCO4)on2)n(-c2ccccc2)n1
  0.68	0.2	-1.3	1	3	1.8	-3	-11	-3
CCCCCOC(=O)CSc1nnc(-c2cc(OC)c(OC)c(OC)c2)o1
  0.61	0.3	0.0	5	1	-2.4	-8	-12	-8
COc1ccc(C(=O)CSc2n[nH]c(-c3ccco3)n2)cc1
  0.24	0.7	-1.5	9	6	-1.4	19	3	-10
Cc1n[nH]c(=O)nc1NCCN(C)C
  -0.17	0.9	0.0	3	0	0.3	-2	-8	1
COCCCNC(=O)c1cc(OC)c(OC)c(OC)c1
  -0.17	-0.2	-0.5	11	3	-2.7	4	-1	-23
Cc1cc(C(F)(F)F)c(C#N)c(SCC(=O)NC2CC2)n1
  -1.1	0.2	-3.1	nt	nt	-2.1	2	nt	-8
CCOc1ccc(N=Cc2c(O)cc(C)oc2=O)cc1
  0.8	1.0	-0.9	12	2	-1.7	14	-1	-77
COc1ccc(OC)c(NC(=O)CCN2CC(C)OC(C)C2)c1 (stereo not drawn)
  -0.74	-0.2	-0.5	15	-7	-1.5	2	8	-11
CCOC(=O)N1CC=C2C(C#N)=C(N)C(C#N)(C#N)[C@H](c3ccsc3)[C@H]2C1
  -1.2	1.1	0.6	-3	-6	-0.7	-7	-14	-23
Cc1ccc2[nH]c(=O)c(-c3nc4c(C)cccn4c3NCc3ccco3)cc2c1
  -1	-0.9	-1.4	12	-1	-0.7	16	30	-7
O=C(O)CCCCCN1C(=O)CSC1=S
  -0.018	0.3	-0.5	10	5	-2.1	3	-10	4
CCOC(=O)c1cc2cc(F)ccc2nc1C
  10*	-0.5	-0.3	17	-5	0.6	-2	0	1
O=C(c1cccs1)N1CCN(C(=O)N2CCOCC2)CC1
  nt	-0.9	0.2	9	1	0.4	4	6	-1
Cc1oc(-c2ccc(Cl)cc2)nc1CS(=O)CC(=O)NCCN1CCCC1 (stereo not drawn)
  nt	-0.9	-1.1	25	6	-1.1	5	4	-3
